TNAP act hiacc = increases human TNAP activity under high phosphate acceptor concentration | AID 1136 | 200,000 tested, under 10 active | purified TNAP, CDP-star luminescence, 1 M DEA, 30 min; hits give high values; 0 = EDTA background, 1 = DMSO-only activity | activation factor at 20 µM | P05186;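 active = activation factor at least 2 at 20 µM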
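system = human TNAP | amount = enzyme diluted 1/800 final | reagent = 100 µM CDP-star substrate | signal = luminescent substrate turnover signal | dosing = one dose, 20 µM | benchmarks = EDTA negative control, DMSO positive control | measure = activation factor | timing = 30 min reaction, room temperature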
STAT1 blocker = STAT1 signaling inhibition. NIH 3T3 STAT1-luciferase reporter, IFN-gamma, luminescence. inhibition, % at 5.5 µM. hit rate 0.35% among 200,000. AID 920;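 active = inhibition above a set limit, the mean inhibition across all tested compounds plus 3 SD, cut at about 34% in these data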;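 note: 0% = IFN-gamma with DMSO and 100% = IFN-gamma with 300 µM nifuroxazide; values of inactives mirror those of a sister screen read the other way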
TR-FRET SRC-2 ct = TR-FRET artefact, counter-screen to PPARgamma/SRC-2 agonist assay | hits give high values | TR-FRET ratio at 8 µM | hit rate 0.4% among 200,000 | AID 1049; in the data active = TR-FRET ratio above about 2000; note: inactives centre near 1500
PPARg SRC-2 ag = promotes SRC-2 coactivator recruitment by human PPARgamma; P37231; PPARgamma LBD-SRC-2 recruitment, biochemical; activation, % at 8 µM; hit rate 0.34% among 200,000; AID 1032; in the data active = activation above about 22%;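 note: 0% = vehicle and 100% = reference agonist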
Target sequence (P37231 whole entry, looked up, the tested form may be a part): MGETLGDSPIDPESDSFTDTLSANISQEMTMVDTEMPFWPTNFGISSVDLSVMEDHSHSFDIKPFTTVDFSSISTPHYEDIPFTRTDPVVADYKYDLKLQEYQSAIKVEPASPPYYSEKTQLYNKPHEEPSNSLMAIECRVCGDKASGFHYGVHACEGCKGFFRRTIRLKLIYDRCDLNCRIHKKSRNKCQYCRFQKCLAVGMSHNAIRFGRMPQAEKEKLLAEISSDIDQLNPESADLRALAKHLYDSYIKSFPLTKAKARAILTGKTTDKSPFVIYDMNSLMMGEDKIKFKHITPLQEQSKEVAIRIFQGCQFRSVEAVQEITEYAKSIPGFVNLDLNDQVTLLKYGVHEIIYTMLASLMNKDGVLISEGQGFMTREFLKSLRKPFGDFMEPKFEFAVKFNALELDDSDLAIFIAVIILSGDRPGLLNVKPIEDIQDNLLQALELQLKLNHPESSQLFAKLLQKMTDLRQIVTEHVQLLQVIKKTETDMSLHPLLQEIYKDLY
PPARg SRC-1 ag = PPARgamma-driven SRC-1 recruitment agonism | P37231 | PPARgamma-SRC-1 coactivator recruitment biochemical assay | activation, % at 8 µM | hit rate 0.41% among 200,000 | AID 631; in the data active = activation above about 19%;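 note: 0% = DMSO and 100% = reference agonist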
STAT3 inh = STAT3 signaling inhibition; U3A cells, IL-6 STAT3-luciferase reporter, luminescence; host cell line lacks STAT1; inhibition, % at 5.5 µM; hit rate 0.89% among 190,000;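 active = inhibition above the mean inhibition across all screened compounds plus 3 SD, cut at about 44% in these data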;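 note: 0% = DMSO only wells and 100% = 100 µM nifuroxazide control wells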
PPARg SRC-3 ag = PPARgamma-driven SRC-3 recruitment agonism; P37231; biochemical PPARgamma/SRC-3 coactivator recruitment assay; activation, % at 8 µM; hit rate 0.26% among 200,000; in the data active = activation above about 23%;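 note: 0% = DMSO and 100% = reference agonist; some compounds past the cut are filed as inactive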
ROMK primary = human ROMK K+ channel modulation, primary screen. P48048. Tet-inducible ROMK, thallium flux fluorescence; actives lie on both sides. B-score at 10 µM. hit rate 2% among 130,000;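 active = signal ratio slope over the read window, or its plate-corrected B-score, at least 3 SD from the plate mean, either direction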;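 note: B-score of the F/F0 ratio slope over 7 to 12 s after thallium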
Target sequence (P48048 whole entry, looked up): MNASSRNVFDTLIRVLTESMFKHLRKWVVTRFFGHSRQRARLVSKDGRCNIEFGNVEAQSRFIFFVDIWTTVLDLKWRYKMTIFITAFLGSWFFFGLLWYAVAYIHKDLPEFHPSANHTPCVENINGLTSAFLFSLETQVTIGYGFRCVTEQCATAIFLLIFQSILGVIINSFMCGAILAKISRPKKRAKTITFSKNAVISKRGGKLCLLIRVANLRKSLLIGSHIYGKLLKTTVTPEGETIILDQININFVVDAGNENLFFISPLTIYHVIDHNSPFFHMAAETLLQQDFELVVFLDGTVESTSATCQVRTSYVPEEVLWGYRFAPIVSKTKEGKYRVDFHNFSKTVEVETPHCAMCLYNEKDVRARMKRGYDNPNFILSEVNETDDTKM
bIAP inhibitor = blocks bovine intestinal alkaline phosphatase activity. purified bovine IAP, CDP-star luminescence, 30 min. inhibition, % at 20 µM. 190,000 tested, under 10 active. AID 1019;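 active = over 50% inhibition of intestinal alkaline phosphatase at 20 µM in the single-dose screen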
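test system = bovine IAP enzyme | medium = DEA buffer 100 mM, pH 9.8, with MgCl2 1.0 mM, ZnCl2 0.02 mM | detection = luminescence | dosing = single compound dose of 20 µM, 2% DMSO final | incubation = 30 min reaction at room temperature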
STAT3 act = STAT3 signaling activation; activation (% of control), % at 5.6 µM; hit rate 0.91% among 190,000; AID 871; U3A cells, IL-6 STAT3-luciferase reporter, luminescence; 100% = signal with IL-6 EC80 alone;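 active = activation above the screen-wide mean of compound activation plus 3 SD, cut at about 130% in these data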;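 note: 0% = background luminescence of wells with medium and substrate only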
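System – human U3A cells carrying STAT3-luciferase construct · Probe or stimulus – Interleukin-6, 33 ng/mL · Schedule – compound 1 h, then IL-6 6 h at 37 °C · Signal – luminescence from STAT3-driven luciferase reporter · Evaluation – percent of IL-6-only median luminescence · Benchmarks – IL-6-only high control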
bIAP activator = intestinal alkaline phosphatase (bovine) activation | purified bovine IAP, CDP-star luminescence, 30 min; hits give high values; fold of DMSO-control signal, blank-subtracted | activation factor at 20 µM | hit rate 0.17% among 200,000;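 active = activation factor of 2 or more at 20 µM, a signal rise over negative controls twice the positive control's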
Active calls of the source: *; · = no result given.

Start of the data: the first 2 entries, to show the layout:
Value order: TNAP act hiacc, STAT1 blocker, TR-FRET SRC-2 ct, PPARg SRC-2 ag, PPARg SRC-1 ag, STAT3 inh, PPARg SRC-3 ag, ROMK primary, bIAP inhibitor, STAT3 act, bIAP activator
- CN1CCN(NC(=O)c2ccc(S(=O)(=O)N3CCCCCC3)cc2)CC1
 : 1, 1.1, 1492, -2.3, -12.5, 1.9, 2.2, 0.631, -15.5, 101.5, 1.2
- O=C1C2C3C=CC(C3)C2C(=O)N1CCCO (stereo unspecified)
 : 1, -3.0, 1477, 3.5, -5.2, 4.0, -1.4, ·, 7.7, 100.2, 0.9

The list itself, repeating the preview:
Value order: TNAP act hiacc, STAT1 blocker, TR-FRET SRC-2 ct, PPARg SRC-2 ag, PPARg SRC-1 ag, STAT3 inh, PPARg SRC-3 ag, ROMK primary, bIAP inhibitor, STAT3 act, bIAP activator
- CN1CCN(NC(=O)c2ccc(S(=O)(=O)N3CCCCCC3)cc2)CC1
 : 1, 1.1, 1492, -2.3, -12.5, 1.9, 2.2, 0.631, -15.5, 101.5, 1.2
- O=C1C2C3C=CC(C3)C2C(=O)N1CCCO (stereo unspecified)
 : 1, -3.0, 1477, 3.5, -5.2, 4.0, -1.4, ·, 7.7, 100.2, 0.9
- O=Cc1cn(-c2ccc(F)cc2)c2ccccc12
 : 1.1, -1.0, 1676, -2.9, 0.9, 0.4, 2.1, ·, 0.8, 101.9, 1
- O=C(CSc1cccc[n+]1[O-])NC(=O)c1ccc(OC(F)F)cc1
 : 1, -12.2, 1629, 3.4, -1.5, 13.7, 0.0, -0.882, -12.3, 93.9, 1.1
- CCOC(=O)c1ccc(N2C(=O)CC(N3CC(C)OC(C)C3)C2=O)cc1 (stereo unspecified)
 : 1, 0.3, 1518, 4.1, 0.8, 1.6, 4.8, 1.04, 9.3, 100.5, 0.9
- Cc1ccc(S(=O)(=O)N2CCN(C(=O)CN3CCCCC3)C2)cc1
 : 1, 2.6, 1596, 11.6, 3.8, 10.9, -1.5, -0.0966, 4.0, 96.4, 1
- Cc1nc2cc(NC(=O)NCCCO)ccc2o1
 : 1, 2.9, 1588, 0.9, 4.9, 5.3, 5.6, 0.454, -1.4, 97.4, 1
- COC(=O)/C=C1/N/C(=N\c2nc(C)cc(C)n2)N(c2cccc(C)c2)C1=O
 : 1, 3.1, 1598, 4.4, 9.0, 10.2, -0.9, ·, 1.4, 95.5, 1
- COc1ccc(N2CC(C)(C)C2=O)cc1
 : 1.1, -1.2, 1666, -2.0, 2.6, 2.5, 0.9, -0.283, -2.1, 99.8, 1
- COc1ccc(/C=N/NC(=O)C2(O)c3ccccc3-c3ccccc32)cc1
 : 1, 1.8, 1514, -2.4, -2.3, -2.5, 4.4, ·, 2.4, 104.4, 1
- COc1ccc(OC)c(C(C)NC(=O)c2ccc(Br)cc2)c1 (stereo unspecified)
 : 1, 0.9, 1485, -2.2, -4.6, -8.3, -2.6, 1.12, 13.6, 104.7, 0.9
- Cc1ccc(-c2nnn(CC(=O)N(C)C3CCCCC3)n2)o1
 : 1, 0.8, 1529, 3.1, -2.4, 5.4, 4.9, -0.678, -0.9, 101.5, 1
- CS(=O)(=O)N(CC(O)Cn1c2ccccc2c2ccccc21)c1cccc2ccccc12 (stereo unspecified)
 : 1.1, -2.5, 1332, -2.5, -1.3, -2.1, -2.3, -0.0415, 9.9, 101.7, 0.9
- COc1ccc(C)cc1NC(=O)CSc1nnc(-c2ccc(Br)cc2)o1
 : 1, 5.9, 1386, 7.1, 3.6, 10.9, -4.1, ·, -2.1, 93.2, 1
- C=CCn1c(SCC(=O)c2[nH]c(C)c(C(C)=O)c2C)nnc1-c1ccncc1
 : 1, 6.6, 1366, 2.6, -4.3, 10.8, -8.9, 0.457, 26.5, 95.5, 0.7
- Nc1nc(SCC(=O)NN(c2ccccc2)c2ccccc2)n[nH]1
 : 1, 3.8, 1499, 3.8, 7.3, 15.8, 1.4, 1.55, 15.3, 89.0, 0.8
- CC(C)CC(C(=O)NC1CCCCC1)N(Cc1cccs1)C(=O)c1snc(C(N)=O)c1N (stereo unspecified)
 : 1, 6.7, 1496, 1.8, -1.2, 0.3, -0.3, -1.69, -0.2, 107.3, 1
- COC(=O)c1ccc(C)c(NC(=O)CN(c2cc(OC)ccc2OC)S(C)(=O)=O)c1
 : 1.1, -31.1, 1381, 2.1, 1.9, -12.9, 1.3, ·, 2.9, 111.7, 1
- O=[N+]([O-])c1cc(/C=N/n2c(-c3ccncc3)n[nH]c2=S)ccc1Cl
 : 1, 22.2, 1737, 4.8, 0.0, -2.0, 2.9, ·, 28.9, 104.7, 0.7
- COc1cccc(Nc2ncccc2C(=O)Nc2ccccc2)c1
 : 1, -2.7, 1412, -0.7, 3.2, 17.8, -0.1, ·, 14.9, 87.7, 0.9
- Cc1cccc(N2CCN(S(C)(=O)=O)CC2)c1C
 : 1.1, 2.4, 1585, -4.6, -6.8, 9.4, 6.8, -0.0517, 13.1, 96.4, 0.9
- Cc1ccc(NC(=O)CC2=NC(=O)C(CC(=O)Nc3ccccc3F)S2)cc1 (stereo unspecified)
 : 1.1, -18.6, 1426, 3.8, 3.6, -3.2, 8.1, 0.012, -0.2, 109.6, 1
- O=C(c1cccc(N2C(=O)C3C4C=CC(C4)C3C2=O)c1)N1CCCCCC1 (stereo unspecified)
 : 1.1, -0.7, 1615, 7.7, 2.4, -8.4, 4.1, 0.372, 1.5, 107.1, 1
- C#CC[N+](C)(C)CCN1C(=O)C2C(c3ccccc3)C=CC(c3ccccc3)C2C1=O (stereo unspecified)
 : 1.1, -1.8, 1626, -5.7, 11.7, -8.2, 2.4, 0.418, 26.9, 108.6, 0.7
- CN(c1ccccc1)C(c1ccc(F)cc1)c1nnnn1C1CCCC1 (stereo unspecified)
 : 1, -1.6, 1477, 5.5, -2.8, -0.3, 1.5, ·, 35.0, 105.1, 0.7
- COc1ccc(OCCNC(=S)Nc2cccc3ccccc23)cc1
 : 1, 11.1, 1739, 6.3, 8.8, 20.5, 5.5, ·, 36.6, 89.0, 0.6
- CCOC(=O)c1cc2c(=O)n3ccccc3nc2n(CCOC)c1=NC(=O)C(C)(C)C
 : 1, -6.2, 1593, -3.4, 6.3, 4.4, 2.3, ·, -2.6, 100.4, 1
- Nc1cc(C(=O)O)ccc1Nc1ccccc1
 : 1, -14.4, 1637, 19.4, 14.8, 0.8, 0.4, 0.573, 8.3, 104.8, 0.9
- Cc1ccc(C=Nc2ccccc2C#N)s1
 : 1, -0.1, 1748, -2.0, 8.6, 3.3, 6.9, 0.0296, -19.2, 100.5, 1.2
- Oc1ccc(-c2nc3ccccn3c2NCc2ccc3c(c2)OCO3)cc1
 : 1.1, -4.0, 1814, 11.4, 17.4, 11.2, 4.8, ·, 12.8, 94.3, 0.9

Profiles as entered above. Order of screens: TNAP act hiacc | STAT1 blocker | TR-FRET SRC-2 ct | PPARg SRC-2 ag | PPARg SRC-1 ag | STAT3 inh | PPARg SRC-3 ag | ROMK primary | bIAP inhibitor | STAT3 act | bIAP activator
Record of Cc1cccc(N2CCN(S(C)(=O)=O)CC2)c1C → 1.1 | 2.4 | 1585 | -4.6 | -6.8 | 9.4 | 6.8 | -0.0517 | 13.1 | 96.4 | 0.9
Record of O=C(c1cccc(N2C(=O)C3C4C=CC(C4)C3C2=O)c1)N1CCCCCC1 (stereo unspecified) → 1.1 | -0.7 | 1615 | 7.7 | 2.4 | -8.4 | 4.1 | 0.372 | 1.5 | 107.1 | 1

Additional structures.
Value order: TNAP act hiacc, STAT1 blocker, TR-FRET SRC-2 ct, PPARg SRC-2 ag, PPARg SRC-1 ag, STAT3 inh, PPARg SRC-3 ag, ROMK primary, bIAP inhibitor, STAT3 act, bIAP activator
- COc1ccc(-c2oc(/N=C/N3CCOCC3)c(C#N)c2-c2ccc(OC)cc2)cc1
 : 1, 2.1, 1496, 4.0, 1.1, 25.3, 5.4, -0.0872, -4.1, 84.5, 1
- CNC(=O)NC(=O)C(OC(=O)c1cccc(S(=O)(=O)N2CCCCC2)c1)c1ccccc1 (stereo unspecified)
 : 1, -2.8, 1622, 9.2, 6.4, 3.1, -0.6, ·, 3.4, 96.7, 1
- O=S(=O)(NC1c2cccc3cccc(c23)C1N1CCNCC1)c1ccc(Cl)cc1 (stereo unspecified)
 : 1.1, -8.6, 1508, 3.2, -1.7, -12.1, -0.2, -1.42, -32.8, 111.6, 1.3
- COCCNC(=O)COC(=O)/C=C/c1c(C)nn(Cc2ccc(Cl)cc2Cl)c1Cl
 : 1.1, -3.8, 1575, -8.1, -1.4, 29.6, 2.0, ·, -0.6, 79.0, 1
- CC1CC(C)(C)NC(=S)N1CCCC(=O)NCc1ccccc1 (stereo unspecified)
 : 1, 5.2, 1419, -10.5, 5.1, 9.5, 3.5, 0.434, 13.0, 98.4, 0.9
- Nc1nc(SCc2ccccc2Cl)[nH]c(=O)c1-c1ccccc1
 : 1, 2.4, 1592, -7.8, -4.9, 20.9, -2.1, -0.265, 3.3, 83.6, 1
- CN(C)S(=O)(=O)c1ccc(NC(=O)C2COc3ccccc3O2)cc1 (stereo unspecified)
 : 1, -2.3, 1750, -0.1, 6.5, 14.4, -1.8, ·, 5.3, 88.4, 0.9
- CCn1c(CNC(=O)c2ccccc2)nc2ccccc21
 : ·, -2.0, 1374, -1.7, 1.6, -2.0, -3.2, ·, ·, 103.8, ·
- c1ccc2c(COn3nnc4ccccc43)cccc2c1
 : 1.1, -30.6, 1771, 9.4, 5.8, 2.6, 2.3, ·, ·, 99.1, 0.4
- CC(C)(C)C(=O)/C=c1\[nH]c(=O)/c(=C\c2ccccc2F)s1
 : 1, -8.8, 1485, -3.8, 0.9, 12.7, -1.8, 0.93, 0.0, 91.4, 1
- COc1cc(NC(=O)C23CC4CC(C2)CC(n2cnc([N+](=O)[O-])n2)(C4)C3)cc(OC)c1
 : 1, 2.8, 1344, -8.7, -8.9, -16.8, -3.3, -0.194, -2.3, 116.5, 1
- Cc1ccc(Cn2cc(/C=N/Nc3ccc([N+](=O)[O-])cn3)c3ccccc32)cc1
 : 0.8, -3.5, 1535, 7.0, 5.1, -7.0, 4.8, -0.723, 9.6, 104.6, 0.9
- Cc1ccc(S(=O)(=O)N2CCOCC2)cc1NC(=O)CSc1ccccn1
 : 1, -4.9, 1664, 4.4, 8.0, -4.9, 0.7, -0.177, -1.7, 106.0, 1
- CCOc1cccc(NC(=O)CSc2nncn2N)c1
 : 1, -1.5, 1519, -2.0, 6.7, 9.9, 8.2, 0.969, -3.5, 99.0, 1
